Bioassay records: PubChem BioAssay, several laboratories
CF NFkB block: inhibitors of PAF-induced NF-kB signaling, primary screen, cell-based, GFP fluorescence, uHTS; KKLEB NF-kB-GFP reporter, GFP fluorescence overnight; inhibition, % at 5 µM; hit rate 0.86% among 360,000; AID 588850, 2011;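 active means at least 50% inhibition at 5 µM, scaled per plate between neutral and stimulator controls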;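 further: PAF is a Pseudomonas aeruginosa culture filtrate used as stimulus; plate controls were PAF-stimulated DMSO wells for no effect and unstimulated DMSO wells for full effect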
TRPM1 prom inh: inhibitors of MITF-dependent TRPM1 promoter reporter, primary screen, cell-based, SK-MEL-5, single point, luciferase; inhibition, % at 12.5 µM; SK-MEL-5 TRPM1 promoter luciferase, 24 h; hit rate 0.83% among 330,000; AID 488899, 2010;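 active means mean inhibition across replicates of 60% or more, whatever share of single replicates reaches that level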; further: values of inactives mirror those of a sister screen read the other way
NR2E3 ag-1: NR2E3 agonists in two-hybrid cells, primary screen, cell-based, luminescence, CHO-S, Gal4-NCOR/VP16-NR2E3; luciferase; inhibition of corepressor binding, % at 3.98 µM; hit rate 0.35% among 360,000; Photoreceptor-specific nuclear receptor (Homo sapiens), Q9Y5X4; AID 602229, 2012;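 active means inhibition above the mean of all tested compounds plus 3 SD, cut at about 70% in these data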;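 further: 0% = DMSO with NR2E3 transfected cells and 100% = cells lacking NR2E3 construct; higher means lower luciferase signal from less NR2E3 corepressor binding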
Target sequence (Q9Y5X4 whole entry, looked up, the tested form may be a part): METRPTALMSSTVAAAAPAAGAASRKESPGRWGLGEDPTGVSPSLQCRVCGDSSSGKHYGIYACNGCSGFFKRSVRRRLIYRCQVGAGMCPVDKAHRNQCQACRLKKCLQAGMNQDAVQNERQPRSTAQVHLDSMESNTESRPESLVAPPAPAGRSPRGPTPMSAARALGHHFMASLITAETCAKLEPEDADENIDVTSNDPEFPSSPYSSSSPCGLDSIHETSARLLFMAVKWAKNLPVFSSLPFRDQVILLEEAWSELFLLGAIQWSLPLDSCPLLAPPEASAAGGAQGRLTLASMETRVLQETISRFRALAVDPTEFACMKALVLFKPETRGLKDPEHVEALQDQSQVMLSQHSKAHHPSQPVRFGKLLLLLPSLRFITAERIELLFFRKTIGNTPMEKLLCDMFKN
TWEAK Fn14 block: inhibitors of TWEAK-Fn14 signaling, primary screen, luciferase reporter cells, uHTS; TWEAK-stimulated Fn14 reporter cells, luciferase luminescence, 8 h; hit rate 2% among 360,000; inhibition, % at 10 µM; in the data active means inhibition above about 50%
hiPSC survival: enhancers of single-cell hiPSC survival, primary screen, ATPlite luminescence; 100% = ROCK inhibitor wells, 0% = DMSO; survival enhancement, % at 20 µM; hit rate 0.044% among 360,000; AID 602274, 2012; in the data active means survival enhancement above about 18%;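 further: cells exposed to compounds for 16 hours before the ATP read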
aDG glyco up: activators of alpha-DG glycosylation, primary screen, uHTS, Pro5-aDG cells, AlphaScreen. hit rate 0.22% among 360,000. activation, % at 10 µM. alpha-DG glycosylation AlphaScreen (IIH6); 0% Pro5, 100% B10-LARGE cell signal;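 active means activation of at least 8% versus controls, or a plate z-score of at least 8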;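 further: Pro5 are CHO cells carrying HIG-tagged alpha-DG that lacks glycosylation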
Peg3 promoter: Peg3 promoter-driven luciferase inhibitors, primary screen, cell-based, HeLa, luciferase luminescence; HeLa PEG-Prom luciferase reporter, overnight; inhibition, % at 20 µM; hit rate 1.7% among 360,000; AID 588405, 2011;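 active means inhibition of at least 50% at 20 µM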
KKLEB tox: cytotoxicity in KKLEB CF airway cells, primary screen, cytotoxicity control for CF NF-kB inhibitor project, cell-based, uHTS, fluorescence assay plates; activity change (cytotoxicity), % at 5 µM; hit rate 0.36% among 360,000; KKLEB CF airway cells viability, ATPlite luminescence, overnight; stronger effect = lower value; cells stimulated with P. aeruginosa culture filtrate;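 active means corrected activity change at or below -50% at 5 µM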
NR2E3 ag-2: inhibitors of NR2E3-RetCOR corepressor binding, primary screen, NR2E3 agonist project, biochemical, TR-FRET, GST-NR2E3, biotin-RetCOR; Photoreceptor-specific nuclear receptor (Homo sapiens), Q9Y5X4; 1536-well; inhibition of corepressor binding, % at 4.78 µM; hit rate 0.12% among 320,000; AID 2300, 2010;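 active means percent inhibition above the cutoff of mean plus 3 SD of all tested compounds, set per screening campaign, cut at about 20% in these data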;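 further: 0% = DMSO wells and 100% = biotin wells as full block of FRET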
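System: GST-NR2E3 and biotin-RetCOR proteins; probe or stimulus: 7 nM biotin-RetCOR; doses: compound at 4.8 µM, single dose; schedule: Compound–protein incubation for 5 h at 4 °C; detection: time-resolved FRET; read-out: percent inhibition; controls: biotin wells as high control, 0.6% DMSO wells as low control; format: 1536-well plates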
HIF-2a inh: HIF-2a reporter inhibitors, primary screen, luminescence, 786-0 RCC cells; hit rate 0.72% among 360,000; AID 624352, 2012; 786-0 RCC cells HIF-2a reporter, luciferase luminescence, overnight; inhibition, % at 18.8 µM;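 active means inhibition of the luminescence signal of 40% or more relative to plate controls, in a single-dose primary screen at 18.75 µM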
Shn3 3UTR inh: reduction of Shn3 3'UTR firefly luciferase signal, primary screen, Schnurri-3 inhibitor project, cell-based, Clone20 osteoblasts, set 2. Clone20 osteoblast Shn3 3'UTR firefly luciferase, 24 h. inhibition, % at 12.5 µM. hit rate 0.52% among 360,000;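 active means mean inhibition of at least 75% with every replicate also reaching 75%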;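 further: 0% = median of neutral control wells and 100% = pilot-screen positive control compound; some compounds past the cut are filed as inactive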
Numbers without * were called inactive; · = no result given. This is a random part of the collection, and some 4.4% of all compounds hit somewhere here.

SMILES	CF NFkB block	TRPM1 prom inh	NR2E3 ag-1	TWEAK Fn14 block	hiPSC survival	aDG glyco up	Peg3 promoter	KKLEB tox	NR2E3 ag-2	HIF-2a inh	Shn3 3UTR inh
Cc1[nH]n(-c2nc(-c3ccccc3)cc(=O)[nH]2)c(=O)c1CCO	19	10	20	30	-2.9	-0.1	2	3	-4	8	5
CCc1nnc(SCC(=O)Nc2ccc3c(c2)OCO3)n1CC	0	-5	3	-6	0.1	-0.1	8	2	1	0	-5
COc1ccc(C)cc1NC(=O)c1ccc2c(=O)n3c(nc2c1)CCCCC3	-8	-14	-44	-3	-0.3	-0.1	-9	-10	-1	-23	-3
CCCCSC(=O)Nc1ccccc1	-9	-9	-67	-17	-0.3	-0.2	-15	9	-4	-101	-22
O=C(Nc1ccc(F)c(Cl)c1)C1Cc2c(-c3ccccc3Oc3ccccc3)ccnc2O1 (centres undefined)	24	·	11	31	-0.5	0.3	23	10	·	10	22
COc1cccc(-c2c(NC(=O)c3ccco3)oc3ccc(Cl)cc3c2=O)c1	-7	3	13	-3	0.9	0.1	15	6	2	-5	10
C[C@@H]1CC[C@]2(C(=O)O[C@@H]3O[C@H](CO)[C@@H](O)[C@H](O)[C@H]3O)CC[C@]3(C)C(=CCC4[C@@]5(C)CC[C@H](O[C@@H]6OC[C@H](O)[C@H](O[C@@H]7O[C@H](CO)[C@@H](O)[C@H](O)[C@H]7O)[C@H]6O)C(C)(C)C5CC[C@]43C)C2[C@]1(C)O (some centres undefined)	10	7	-9	-3	4.4	0.0	-31	-3	·	2	-72
CCOC(=O)C1CCN(C(=S)NC2CC3C=CC2C3)CC1 (centres undefined)	8	-6	-20	-7	-0.3	0.0	-11	-4	-2	12	0
CSc1nc2ccc(N3C(=O)C4CCCCC4C3=O)cc2s1 (centres undefined)	0	3	7	107*	-1.5	0.7	12	-3	-1	-23	-31
COc1ccccc1/C=C\C=N\NC(=O)CCn1nnc2ccccc21	-16	-36	18	17	-1.4	1.0	5	10	-2	-3	-12
Cn1c(CN2CCCC2)nc2cc(NC(=O)Nc3ccccc3)ccc21	2	-79	-60	5	-2.3	-0.1	-163	9	1	-228	-44
O=C(NCc1ccco1)c1cnc2ccccn2c1=O	1	·	-16	5	1.0	-0.2	0	13	5	-9	-2
CCc1cccc2c(C=C(C#N)C#N)cn(CC(=O)N3CCCCCC3)c12	17	1	-13	-7	3.2	0.1	16	-37	3	6	0
Cc1cccc2nc(Cn3c(=O)n(CCC(=O)NCc4ccco4)c(=O)c4sccc43)cc(=O)n12	0	-11	6	1	0.3	-0.2	-5	14	5	-3	16
Cc1ccc(S(=O)(=O)/N=C(\CN2CCOCC2)N2CCOCC2)cc1	2	-11	7	10	-0.2	0.0	5	9	-1	16	10
Cc1cccc(CSc2nnc(CCNC(=O)OC(C)(C)C)o2)c1	-3	·	-18	-7	0.1	0.4	12	4	-4	12	16
CCc1ccc(-c2cnc3nc[nH]c(=O)c3n2)cc1	6	15	-33	-13	-0.5	0.1	-24	4	-5	-113	-22
O=C(COC(=O)c1cnccn1)Nc1ncc(Cl)cc1Cl	-5	4	-18	-12	0.7	0.1	-12	11	1	3	0
CC1(C)C([N+](=O)[O-])C(c2ccc(F)cc2)NC(c2ccc(F)cc2)C1[N+](=O)[O-] (centres undefined)	7	1	-12	-1	-0.2	-0.1	16	1	-2	24	1
O=C(NCc1ccc2c(c1)OCO2)c1cccc(S(=O)(=O)N2CCOCC2)c1	-3	6	18	-24	0.4	-0.1	-8	-8	3	24	0
CCOC(=O)c1c[nH]c2c(C(=O)c3ccccc3)cc(Cl)cc2c1=O	3	17	-4	-10	-0.4	0.1	24	-6	·	13	1
COc1ccccc1NC(=O)C(=O)N/N=C/c1cccs1	-3	-49	-1	-17	-0.2	-0.3	-188	8	0	-236	-36
CC(C)CCNC(=O)CSc1nnc(-c2ccc(S(=O)(=O)N3CCCC3)cc2)n1C	-8	5	4	6	0.7	-0.1	-1	1	4	-2	-12
COC(=O)c1ccc(N2CCN(C)CC2)c(NC(=O)COc2ccc(OC)cc2)c1	-42	3	8	-20	3.0	0.1	7	12	-1	15	9
O=C1CC(=O)CC(c2ccccc2Cl)C1	0	7	-16	-10	-1.5	0.1	7	0	5	9	14
CCCc1nc2ccc(NC(=O)NCCC(=O)OCC)cc2c(=O)n1Cc1cccc(Cl)c1	12	-2	6	-36	0.5	0.3	33	-5	4	10	8
CC(=O)c1c(C)[nH]c(C(=O)NCc2ccco2)c1C	1	-7	-7	2	0.5	0.2	7	5	1	-2	4
COc1ccc(/C=C2\Oc3cc(OCC(=O)N4CCC[C@H]4CO)ccc3C2=O)c(OC)c1	-11	-10	-6	-16	0.8	0.0	6	9	-3	2	-26
CC(=O)Cc1nsc(NC(=O)c2cccc(F)c2)n1	8	-13	-68	-16	0.9	-0.2	-85	0	2	-93	-34
COc1cccc(CNS(=O)(=O)c2ccc3c(c2)NC(=O)CS3)c1	8	9	-9	-2	0.0	-0.2	15	-1	1	5	18

Compound profiles, from the list above. Screens in order: CF NFkB block, TRPM1 prom inh, NR2E3 ag-1, TWEAK Fn14 block, hiPSC survival, aDG glyco up, Peg3 promoter, KKLEB tox, NR2E3 ag-2, HIF-2a inh, Shn3 3UTR inh
CC(=O)Cc1nsc(NC(=O)c2cccc(F)c2)n1 is entered as 8, -13, -68, -16, 0.9, -0.2, -85, 0, 2, -93, -34
CC(=O)c1c(C)[nH]c(C(=O)NCc2ccco2)c1C is entered as 1, -7, -7, 2, 0.5, 0.2, 7, 5, 1, -2, 4

The list goes on:
SMILES	CF NFkB block	TRPM1 prom inh	NR2E3 ag-1	TWEAK Fn14 block	hiPSC survival	aDG glyco up	Peg3 promoter	KKLEB tox	NR2E3 ag-2	HIF-2a inh	Shn3 3UTR inh
O=C(c1ccco1)N1CCN(Cc2nnc(-c3ccccc3F)o2)CC1	-17	2	2	24	0.1	-0.1	-4	6	3	-1	-21
COc1ccc(Cl)cc1NC(=O)CNCc1cccs1	-3	-2	-2	-16	-0.7	0.2	-14	3	-1	-8	-14
COc1ccc(N2CCN(c3ccc(NC(=O)NN)cc3)CC2)cc1	18	21	24	-7	-0.6	-0.1	-12	-9	-1	10	9
COc1ccc2oc(C(=O)OCC(=O)NC(C)(C#N)C3CC3)c(C)c2c1 (centres undefined)	-1	0	-1	-5	-0.5	0.4	-20	8	-1	-7	4
Cc1nn(Cc2ccc([N+](=O)[O-])cc2)c(=O)n1-c1ccc(F)cc1	15	3	-14	-4	-1.1	0.0	4	2	-2	5	-3
CCOc1ccc(N2C(=O)/C(=C/c3ccccc3)N=C2SC)cc1	30	-77	-9	-31	0.3	0.1	-85	-22	0	-145	-32
C=CCSc1nnc(NC(=O)CCNC(=O)c2ccco2)s1	11	9	-24	-8	0.7	0.1	4	0	7	-3	-14
COC(=O)[C@]12CCCCC=C1N(Cc1cccc3ccccc13)C(=O)[C@H](CC(=O)N1CCN(C(=O)c3ccco3)CC1)C2	·	·	-34	17	-0.8	0.1	·	·	·	13	·
CCOC(=O)Cc1nc2ccccc2[nH]1	5	14	-24	5	-2.7	0.0	1	0	3	-11	5
COC(=O)c1ccc(CN2CCN(CCCc3ccccc3)C(CCO)C2)cc1 (centres undefined)	-1	13	4	-12	1.0	0.1	9	1	0	15	7
O=C(NC1CCCC1)c1cnn2c(C(F)(F)F)cc(-c3ccc4c(c3)OCO4)nc12	-24	24	-32	-49	-0.8	-0.2	50	-4	0	19	-5
CCN(CC)C(=O)[C@H]1C[C@H](CC(=O)NCc2cccc(C(F)(F)F)c2)C(=O)N2CCc3c([nH]c4cc(-c5ccco5)ccc34)[C@]12C	36	30	1	30	1.5	1.1	85*	5	·	-27	27
Cc1cc(C(O)c2ncc(-c3ccccc3F)[nH]2)ccc1F (centres undefined)	13	·	-29	-8	4.7	0.3	-71	14	·	-114	10
Cc1ccc2[nH]c(=O)c(C(c3nnnn3C(C)(C)C)N(Cc3ccco3)CC3CCCO3)cc2c1 (centres undefined)	11	9	-29	4	-0.2	0.4	0	-2	-1	10	3
CN(C)c1nc2n(c(=O)n1)C(C#N)CS2 (centres undefined)	20	1	-1	27	-0.7	-0.2	-6	-2	-4	-6	-38
COc1cc(C(=O)N2CCN=C2c2ccccc2)cc(OC)c1OC	8	12	-6	0	-1.4	-0.3	10	4	2	9	10
COC(=O)c1ccc(N2CCN(C)CC2)c(NC(=O)c2sc3ccccc3c2Cl)c1	-37	0	35	-47	-0.5	-0.2	110*	7	2	-28	3
CC(Sc1nnc(-c2ccc(C(C)(C)C)cc2)n1C)C(N)=O (centres undefined)	-6	-9	-15	4	4.3	0.0	-48	8	1	-38	-24
O=C(Nc1cccc(Cl)c1)N1CCOCC1	-7	4	4	-1	1.1	-0.1	6	-3	0	10	-2
CC(C)(C)NS(=O)(=O)c1ccc(CCC(=O)NCc2ccccn2)cc1	20	6	3	11	1.4	0.2	5	4	5	20	12
Cc1ccc(Sc2cc(C(=O)NCCN(C)C)c3ccccc3n2)cc1	-6	-24	-8	-10	-0.6	0.2	3	1	1	15	7
CCCOc1ccc(C(CC(=O)O)NC(=O)C(c2ccccc2)c2ccccc2)cc1 (centres undefined)	-2	9	-10	11	-0.3	1.0	6	-11	3	5	-18
CCCCCN(C(=O)NC(=O)Nc1ccc(C)cc1C)S(C)(=O)=O	7	15	-12	-21	-1.1	-0.2	5	8	2	6	-5
CS(=O)(=O)c1ccc(Cl)c(NC(=O)c2cccc(Br)c2)c1	1	-10	12	-11	0.1	-0.1	0	-5	-2	7	3
C[C@H](CCC(=O)OCc1cn(CC(=O)c2ccc(O)cc2)nn1)C1CC[C@H]2[C@@H]3CC[C@@H]4C[C@H](O)CC[C@]4(C)[C@H]3C[C@H](O)[C@]12C (some centres undefined)	15	0	20	40	1.8	-0.2	-6	8	·	-7	-22
Nc1nnnn1CC(=O)N/N=C/c1ccc(-c2cccc(Cl)c2)o1	-36	0	-54	-18	-0.8	0.0	-17	-8	2	2	8
Cn1nnnc1Sc1ncnc2scc(-c3ccsc3)c12	47	82*	6	72*	1.0	0.2	95*	7	·	66*	-20
Cc1ccc2c(c1)C1CN(C)CCC1N2C(=O)COc1ccc(N(C)C(=O)c2ccccc2)cc1 (centres undefined)	6	-1	1	0	-0.6	-0.1	-11	-7	2	-5	20
CC1=C(C(=O)N(C)C)CC(CC(=O)NCCCCc2ccccc2)C(=O)N1Cc1ccc(C(C)(C)C)cc1 (centres undefined)	-17	·	12	14	0.5	0.2	17	15	·	-8	9
